Assay outcomes deposited in PubChem BioAssay by National Center for Advancing Translational Sciences (NCATS).
FUS yeast rescue: suppressors of FUS proteinopathy in yeast | S. cerevisiae FUS-expressing, growth rescue, OD600, 24 h | Potency, µM (titrated, usually from 76.6 µM), inactives show top-dose growth rescue (activation), actives largely listed as activators | 0.24% of 390,000 active | AID 1347120;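 note: potency is the fitted concentration of half-maximal effect; plate controls were DMSO vehicle for no effect and reference control for full effect; nearly all actives have a fitted effect of over 55% in size; some results filed as inactive show a strong effect at the top dose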
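Galactose (2%) drives FUS expression in yeast precultured in raffinose; seeding density OD 0.005. Test compounds incubated 24hr at 30C and 99% humidity before absorbance at 600 nm was measured.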
GLP1R cytotox: cytotoxicity counter-screen for GLP-1 receptor inverse agonists; HEK293 cAMP-luciferase reporter cells, luminescence, 24 h; Potency, µM (top dose mostly 38.3 µM), for inactives: top-dose activity change, negative = inhibition, most hits filed as inhibitors; 0.13% of 410,000 active; AID 624418;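 note: loss of luciferase light is scored as toxicity; potency is the fitted concentration of half-maximal effect; % is set by controls: 0 for no effect and ±100 for the full control effect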
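Luminescence readout: signal drop marks cytotoxicity. Plated cells grew 12 h at 37 °C, 5% CO2, received 23 nL compound for 24 h, then got luciferase reagent, read after 12 min at RT.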
PTHR1 ag: activates the human parathyroid hormone receptor PTHR1 | HEK293 GP2 PTHR1 cells, GloSensor cAMP luminescence, 1 h | Q03431 | Potency, µM (series often up to 115 µM), for inactives: top-dose activation, usual class: activators | 0.075% of 410,000 active | AID 743266; note: potency is the fitted concentration of half-maximal effect; nearly all actives have a fitted effect of over 55% in size; some results filed as inactive show a strong effect at the top dose; inactives centre near -15; many of its hits are not listed in these tables
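HEK-293-derived GP2 cells expressing PTHR1 and a GloSensor cAMP reporter, 3,000/well, plated overnight, given luciferin plus IBMX (each 0.5 mM as added) for 1 h at 37 °C, then compound for 1 h at 37 °C. Luminescence was read after 15 min at room temperature.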
MmCpn inh: inhibitors of Methanococcus maripaludis chaperonin (MmCpn); AID 504842; 0.031% of 330,000 active; purified Mm-Cpn ATPase, ADP Transcreener TR-FRET; Potency, µM (titrated, usually from 76.9 µM), for the others: at the top dose activity, negative = inhibition, usual class: inhibitors; note: potency is the fitted concentration of half-maximal effect; % is set by controls: 0 for no effect and ±100 for the full control effect; nearly all actives have a fitted effect of over 80% in size
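Eu-cryptate anti-ADP/ADP-d2 competition gives a ratio inversely related to ADP. Enzyme at 25 nM was pre-exposed to compound for 10 min, then given 10 uM ATP for 30 min, 37°C throughout.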
Akt phos inh: blocks phosphorylation of Akt. 0.32% of 360,000 active. activity change, % for hits at 50 µM. Neuro2A IGF-stimulated pAkt S473 HTRF, 20 min; active compounds read low; in the data active = activity change below about -80%; inconclusive = mostly about -51% to -80%; note: % is set by controls: 0 for no effect and ±100 for the full control effect
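Single-point screen (50 µM final compound) in Neuro2A cells stimulated 20 min with 6 nM IGF at 37 deg C. After lysis, Ser473-phosphorylated Akt read by HTRF (ex 330 nm, em 615/665 nm) as the 665/615 ratio.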
Abeta yeast res: compounds reversing amyloid beta toxicity in yeast. Potency, µM (series often up to 46.1 µM), for inactives: at the top dose growth rescue, actives largely listed as activators. AID 1347071. 0.063% of 410,000 active. yeast expressing A-beta42, growth rescue, OD600, 48 h; response scale: 0% DMSO, 100% iron-clioquinol control; note: potency is the fitted concentration of half-maximal effect; nearly all actives have a fitted effect of over 55% in size
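Growth rescue measured by 600 nm absorbance after 48 h yeast culture at 30 C with compound. Values normalized between DMSO and an equimolar ferric chloride plus clioquinol control.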
aSyn yeast inh: alpha-synuclein toxicity inhibition in yeast; Yeast expressing alpha-synuclein, growth rescue, BacTiter-Glo, 24 h; Potency, µM (doses to about 46.1 µM), for inactives: at the top dose growth rescue (activation), most hits filed as activators; 0.14% of 370,000 active; note: potency is the fitted concentration of half-maximal effect; % of control where 0% means no effect; nearly all actives have a fitted effect of over 65% in size
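Readout is rescue of growth in alpha-synuclein-expressing yeast, so inhibitors of toxicity appear as activators. Growth after 24 hr at 30 deg C in galactose medium is quantified by luminescence.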
TDP43 rescue: TDP-43 toxicity inhibition in yeast; TDP-43 expressing yeast growth rescue, BacTiter-Glo, 24 h; Potency, µM (titrated, usually from 46.1 µM), inactives show at the top dose growth rescue (activation), actives largely listed as activators; 1.8% of 410,000 active; AID 652104; note: potency is the fitted concentration of half-maximal effect; % of control where 0% means no effect; nearly all actives have a fitted effect of over 50% in size
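Luminescence from BacTiter-Glo reports growth of TDP-43-expressing yeast after 24 hr at 30 deg C with compound. Cells were raffinose-pregrown to mid-log, then seeded in galactose medium at OD600=0.02.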
GLP-1R inv ag: GLP-1 receptor (human) inverse agonism. P43220. HEK293 GLP-1R CRE-luciferase, luminescence, 24 h; GLP-1R form is constitutively active. Potency, µM (titrated, usually from 38.3 µM), for the others: at the highest dose activity change, negative = inhibition, usual class: inhibitors. 1.6% of 410,000 active. AID 624417; note: potency is the fitted concentration of half-maximal effect; % is set by controls: 0 for no effect and ±100 for the full control effect; nearly all actives have a fitted effect of over 55% in size
Target sequence (P43220 whole entry, looked up): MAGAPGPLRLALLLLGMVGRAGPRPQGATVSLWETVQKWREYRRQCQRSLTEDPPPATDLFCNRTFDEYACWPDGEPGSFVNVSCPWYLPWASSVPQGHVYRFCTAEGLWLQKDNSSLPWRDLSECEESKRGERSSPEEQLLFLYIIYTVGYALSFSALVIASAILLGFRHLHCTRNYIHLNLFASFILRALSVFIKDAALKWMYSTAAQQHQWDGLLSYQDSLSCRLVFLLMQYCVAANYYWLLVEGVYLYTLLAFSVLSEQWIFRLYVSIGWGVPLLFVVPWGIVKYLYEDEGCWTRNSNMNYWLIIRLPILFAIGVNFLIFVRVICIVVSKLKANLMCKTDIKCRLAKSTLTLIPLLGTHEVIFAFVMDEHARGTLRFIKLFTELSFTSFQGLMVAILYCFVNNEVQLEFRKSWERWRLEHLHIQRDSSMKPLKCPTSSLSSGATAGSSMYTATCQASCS
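Assay principle: reduced luminescence from a cAMP-responsive reporter in HEK293 cells co-expressing a constitutively active GLP-1R. Conditions: 24 hr compound incubation, 37 deg C, 5% CO2.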
An asterisk follows results filed as active; i = inactive; ? = inconclusive; . = no result given; & = joins results of further samples; [ ] = remark or other dose. Unless noted, calls come from the whole dose curve; as a rule, active = well fitted curve in the direction sought with a large enough effect; inconclusive = small, poorly fitted or top-dose-only effect, or another doubt; inactive = no such curve, though single readings can be large; an effect the other way counts as inactive or inconclusive. Only part of the results is shown, so the mix of outcomes need not match the whole.

SMILES	FUS yeast rescue	GLP1R cytotox	PTHR1 ag	MmCpn inh	Akt phos inh	Abeta yeast res	aSyn yeast inh	TDP43 rescue	GLP-1R inv ag
CN(Cc1ccccc1)S(=O)(=O)c1cccc2nsnc12	3.1%	5.5%	i	-1.2%	i	20.9%	1.9%	?	2.7%
Cc1c(C)n(Cc2ccccc2)c2ccc(C(=O)NCc3ccco3)cc12	12.0%	-17.7%	i	.	.	-3.1%	.	13.4%	?
Cc1ccc(-c2noc(-c3ccccc3C(=O)N3CCOCC3)n2)cc1	34.6%	-13.0%	-12.5%[57.5 µM]	2.0%	i	-4.1%	-3.2%	-6.6%	10.0%
Cc1ccc(CSCC(=O)NCc2ccc(F)cc2)cc1	2.6%&2.0%	-5.5%[0.307 µM]	-15.2%&-3.6%	1.0%	i	0.0%&8.0%	8.7%	?	-0.8%[0.307 µM]
O=C(Cn1ncc2c3ccccc3n(Cc3ccccc3F)c2c1=O)NCCN1CCOCC1	-16.9%	3.6%	-9.5%	3.7%	.	-13.6%	-8.9%	8.8%	-0.6%
COCCN(Cc1ccccc1)C(=S)Nc1ccc(Cl)cc1	-8.5%	?	-60.5%[inhibitor]	1.5%	i	14.8%	?	?	?
COc1cc(OC)cc(C(=O)NN(CCC#N)C2=NS(=O)(=O)c3ccccc32)c1	10.2%	5.0%	i	1.3%	i	-12.0%	1.0%	0.7%	-3.7%
O=C(c1c(F)cccc1F)N1CCC(O)(c2cccnc2)CC1	-11.3%	-2.4%	i	-1.5%	i	-5.1%	1.3%	4.6%	0.6%
O=C(COCc1cc(-c2ccco2)on1)Nc1ccc(OC(F)(F)F)cc1	-3.9%	-7.3%	i	.	.	-2.4%	.	18.1%	-11.4%
Cc1ccc2c(c1)CCCN2CC(=O)Nc1cc(S(=O)(=O)N2CCCC2)ccc1Cl	21.5%	2.2%	-9.0%	-2.3%	i	-29.0%	-0.2%	4.2%	?
COc1ccc(C)cc1NC(=S)N1CCN(c2ccccn2)CC1	.	0.8%	i	2.2%	i	-2.2%	-0.3%	6.6%	19.2%
CCOc1ccc(S(=O)(=O)N2CCC(N3CCN(Cc4ccc(C)cc4)C(=O)C3=O)CC2)cc1	8.0%	-3.1%	i	.	.	-19.2%	.	8.4%	5.9%
O=C(O)/C=C/c1ccc2c(c1)OCCO2	-25.0%	1.1%	i	-7.9%	i	-8.8%	19.3%	15.8µM*	5.1%
COc1cc(C2/C(=C(\O)c3ccc4c(c3)CC(C)O4)C(=O)C(=O)N2CC2CCCO2)cc(OC)c1OC (stereo not given)	.	8.7%	-10.9%	1.1%	i	0.6%	-1.3%	-3.6%	2.8%
Cc1ccc(S(=O)(=O)Nc2cc3c(cc2NCc2ccccc2)n(C)c(=O)n3C)cc1	-1.6%	-12.7%	-17.8%	.	.	-0.5%	.	22.3%	0.4%
Cc1ccc2nc(=O)c(NNc3ccccc3)cnc2c1	-3.2%	-42.5%	i	-6.3%	i	10.3%	?	12.3%	?
COc1ccc(C=C2SC(=S)NC2=O)c(OC)c1OC	.	-11.3%	-57.6%[inhibitor]	.	i	-33.9%[inhibitor]	-17.1%	?	22.7%
CCc1nn(CC(=O)N2CC(C)CC(C)C2)c(=O)c2cccn12 (stereo not given)	-29.8%	-2.3%	-6.0%	-1.1%	i	-0.7%	2.3%	0.0%	12.7%
C/C(=N\NC(=O)c1cccc(S(=O)(=O)Nc2cccc(Cl)c2)c1)c1cccs1	33.2%	-18.3%	-32.3%[inhibitor]	1.2%	i	-12.4%	0.8%	-8.9%[0.397 µM]	?
COc1ccc(CCNC(=O)c2ccc([N+](=O)[O-])cc2Cl)cc1OC	7.8%	-4.0%	i	.	i	11.1%	11.7%	0.5%	-8.5%
Cc1cccc(C)c1NC(=O)CNC(=O)CNC(=O)Cc1cccc2ccccc12	-4.0%	5.2%	-23.9%	-0.1%	i	5.4%	0.8%	7.1%	-5.9%
Cc1ccc(C)c(NC(=O)CN(C)C(=O)c2ccccc2OCc2c(C)noc2C)c1	14.7%	0.4%	?	2.1%	i	3.3%	-1.7%[1.84 µM]	-11.4%	0.9%
COCCN(Cc1cc2cc3c(cc2nc1Cl)OCO3)C(=O)Nc1ccc(OC)cc1	-7.1%	-3.7%	-28.2%	-8.5%	i	-1.3%	1.0%	10.3%	11.6%
COc1ccc(NC(=O)CN2c3cccc4cccc(c34)S2(=O)=O)cc1OC	-1.2%	-10.5%	-11.3%	.	i	1.5%	5.4%	11.6%	3.0%
Cc1cc(=O)oc2c3c(cc(OCC(=O)NCc4ccccn4)c12)OC(C)(C)CC3	9.3%	-2.0%	-48.4%[inhibitor]	-2.5%	i	-1.3%	-6.0%	-4.7%	49.4%[activator]
Cc1ccc(N=C2NC(=O)CC(C(=O)Nc3ccc4c(c3)OCO4)S2)cc1 (stereo not given)	-5.6%	-16.1%	i	1.3%	i	-2.8%	1.2%	4.9%	14.1%
CC(=O)c1ccc(NC(=O)Oc2ccccc2)cc1	-7.8%	-4.4%	-3.4%	-3.2%	i	16.7%	-12.2%	13.0%	8.8%
COC(=O)c1ccc(C)cc1	-29.8%	1.8%	-15.8%	-2.2%	i	1.3%	-0.3%	0.0%	17.1%
Cc1cccc(-n2cc(-c3ccccc3)c3c(=O)[nH]cnc32)c1	28.5%	-19.4%	-20.1%	-0.1%	i	-22.1%	5.1%	?	?
CCN(Cc1ccccc1)C(=O)c1ccc(CNS(=O)(=O)c2ccc(C)cc2)cc1	.	0.5%	-29.9%	1.2%	i	7.8%	16.0%	0.0%	?
CCN(CC(=O)NC(C)C)C(=O)[C@H](C)NC(=O)c1ccc(Br)cc1	9.6%	13.6%	i	-1.5%	i	20.4%	-1.3%	7.5%	-12.8%
O=C(CNC(=O)N1CC(=O)Nc2ccccc21)Nc1ccc(Br)cc1F	4.2%	5.7%	i	.	i	-1.9%	-4.2%	-1.1%	-10.9%
COCCOc1cnn(-c2cc(Oc3ccc(C)cc3)ncn2)c(=O)c1Cl	-2.7%	0.2%	-0.2%[57.5 µM]	-0.9%	i	12.6%	5.6%	7.5%	1.8%
O=S(=O)(Nc1nccs1)c1ccc2c(c1)OCCO2	35.8%	3.4%	-3.8%[57.5 µM]	-0.6%	i	-9.6%	-1.2%	18.3%	9.4%
Cc1ccc2nc(C)c(Cl)c(=O)n2c1	-11.5%	-23.6%	i	-0.4%	i	-2.9%	0.1%	16.0%	10.7%
Nc1ccc2c(C(F)(F)F)cc(C(F)(F)F)nc2n1	-15.0%	11.9%	-3.5%	0.3%	i	-17.0%	-1.2%	-17.0%	8.5%
Cc1ccc(C(=O)Nc2ccc(N3CCN(C)CC3)cc2)c(Cl)c1	-4.1%	-6.5%	i	0.7%	i	-8.2%	-4.3%	-7.5%	2.9%
O=C(NCCc1csc(-c2ccccc2)n1)c1c(F)cccc1F	-15.6%	2.9%	-21.0%	-0.9%	i	6.4%	-9.5%	20µM*	-11.9%
CC(=O)c1c(O)cc(O)c(C(C)=O)c1O	-15.9%	?	-58.4%[inhibitor]	1.5%	i	-90.0%[inhibitor]	-65.1%[inhibitor]	-91.5%[inhibitor]	?
CCn1c2ccccc2c2cc(NC(=O)COC(=O)Cc3cn4ccsc4n3)ccc21	23.7%	26.0%	-34.5%[inhibitor][57.5 µM]	1.6%	i	5.5%	0.7%	0.7%	-13.4%
Cc1ccc(-c2cn3nc(N4CCCC(C(=O)NCc5ccccc5F)C4)sc3n2)cc1 (stereo not given)	26.9%	-8.0%	-17.6%	.	.	-12.9%	.	-6.5%	10.2%
Cc1ccc2oc(=O)c3cc(C(=O)N4CCN(c5ccccc5)CC4)sc3c2c1	-17.0%	-2.1%	-24.2%	.	.	-5.3%	.	10.4%	5.6%
Nc1nc(=O)c2ccccc2s1	.	-6.9%	-8.7%	.	i	-6.5%	-0.3%	-5.7%	50.8%[activator]
CCCc1nc2sc3c(N4CCC(C)CC4)ncnc3c2c2c1CCCC2	8.2%	-3.3%	?	.	.	14.5%	.	14.2%	3.0%
